# Screening results: PubChem, several laboratories
# TLR4 MyD88 comp: TLR4-MyD88 interaction inhibition in cells; inhibition, % at 8.4 µM; AID 861; hit rate 0.18% among 200,000; O00206+Q99836; HeLa CL3-4 TLR4/MyD88 BLA complementation, FRET ratio; in the data active = inhibition above about 25%;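 note: 0% = vehicle and 100% = reference inhibitor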
# STAT1 blocker: STAT1 signaling inhibition; inhibition, % at 5.5 µM; NIH 3T3 STAT1-luciferase reporter, IFN-gamma, luminescence; AID 920; hit rate 0.35% among 200,000;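 active = inhibition above a set limit, the mean inhibition across all tested compounds plus 3 SD, cut at about 34% in these data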;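 note: 0% = IFN-gamma with DMSO and 100% = IFN-gamma with 300 µM nifuroxazide; values of inactives mirror those of a sister screen read the other way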
# TR-FRET SRC-2 ct: counter-screen for PPARgamma SRC-2 recruitment agonists: TR-FRET artefact; TR-FRET ratio at 8 µM; AID 1049; hit rate 0.4% among 200,000; hits give high values; in the data active = TR-FRET ratio above about 2000; note: inactives centre near 1500
# PPARg SRC-2 ag: agonists of SRC-2 recruitment by human PPARgamma; PPARgamma LBD-SRC-2 recruitment, biochemical; activation, % at 8 µM; hit rate 0.34% among 200,000; AID 1032; in the data active = activation above about 22%;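 note: 0% = vehicle and 100% = reference agonist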
# ROMK primary: modulates human ROMK potassium channel activity. P48048. Tet-inducible ROMK, thallium flux fluorescence; actives lie on both sides. B-score at 10 µM. hit rate 2% among 130,000. AID 1918;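 active = signal ratio slope over the read window, or its plate-corrected B-score, at least 3 SD from the plate mean, either direction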;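 note: B-score of the F/F0 ratio slope over 7 to 12 s after thallium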
# STAT3 act: increases IL-6 driven STAT3 reporter signal. U3A cells, IL-6 STAT3-luciferase reporter, luminescence; 100% = signal with IL-6 EC80 alone. activation (% of control), % at 5.6 µM. AID 871. hit rate 0.91% among 190,000;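 active = activation above the screen-wide mean of compound activation plus 3 SD, cut at about 130% in these data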;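 note: 0% = background luminescence of wells with medium and substrate only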
#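 system = STAT3-luciferase reporter U3A cells | reagent = IL-6 stimulus at 33 ng/mL final | timing = 1 h compound pre-exposure, 6 h IL-6 stimulation, 37 °C | measured by = luminescence | evaluation = % activation versus median of IL-6-stimulated wells | control set = IL-6-only wells as 100% reference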
# PPARg SRC-1 ag: agonists of human PPARgamma SRC-1 coactivator recruitment; PPARgamma-SRC-1 coactivator recruitment biochemical assay; AID 631; hit rate 0.41% among 200,000; P37231; activation, % at 8 µM; in the data active = activation above about 19%;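 note: 0% = DMSO and 100% = reference agonist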
# RAM inhibit: yeast RAM network inhibition | S. cerevisiae dse1pr::URA3 reporter, 5-FOA growth OD615, 2 d; analog-sensitive cbk1-as2 kinase mutant strain | inhibition, % at 50 µM | hit rate 1.8% among 190,000;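 active = inhibition above a set limit, 3 SD over mean compound inhibition, cut at about 8.4% in these data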;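 note: 0% = DMSO-only wells with no growth and 100% = 10 µM 1-NA-PP1 full growth; inhibition rescues growth on 5-FOA so higher OD means more RAM inhibition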
# S1P3 antag: blocks the human S1P3 receptor. CHO S1P3 NFAT-BLA reporter, FRET fluorescence, antagonist mode. inhibition, % at 4.98 µM. hit rate 0.27% among 170,000. AID 485;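 active = inhibition above the plate cutoff, the mean inhibition of test wells on that plate plus 3 SD, cut at about 28% in these data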;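 note: cells challenged with S1P at its EC80 of 0.8 µM; blue over green emission ratio from cleaved BLA substrate after 4 h stimulation; 0% = S1P-stimulated wells and 100% = unstimulated DMSO-only wells; some compounds past the cut are filed as inactive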
# Target sequence (Q99500 whole entry, looked up): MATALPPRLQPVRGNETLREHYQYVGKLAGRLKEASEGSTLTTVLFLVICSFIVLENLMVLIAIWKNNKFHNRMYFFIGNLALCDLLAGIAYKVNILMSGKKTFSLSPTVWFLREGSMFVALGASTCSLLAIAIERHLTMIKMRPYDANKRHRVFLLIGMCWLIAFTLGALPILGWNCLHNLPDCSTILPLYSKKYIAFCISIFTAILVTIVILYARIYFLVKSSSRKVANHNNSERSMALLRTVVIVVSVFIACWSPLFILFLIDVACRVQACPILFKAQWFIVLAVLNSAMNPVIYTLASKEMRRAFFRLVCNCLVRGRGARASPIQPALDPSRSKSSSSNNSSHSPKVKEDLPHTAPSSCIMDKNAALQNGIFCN
# PPARg SRC3 recr: PPARgamma-driven SRC-3 recruitment agonism; P37231; biochemical PPARgamma/SRC-3 coactivator recruitment assay; activation, % at 8 µM; hit rate 0.26% among 200,000; AID 731; in the data active = activation above about 23%;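 note: 0% = DMSO and 100% = reference agonist; some compounds past the cut are filed as inactive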
# STAT3 blocker: STAT3 signaling inhibition; U3A cells, IL-6 STAT3-luciferase reporter, luminescence; host cell line lacks STAT1; inhibition, % at 5.5 µM; hit rate 0.89% among 190,000;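 active = inhibition above the mean inhibition across all screened compounds plus 3 SD, cut at about 44% in these data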;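 note: 0% = DMSO only wells and 100% = 100 µM nifuroxazide control wells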
# * = called active by the depositor; . = not tested or not shown.
SMILES,TLR4 MyD88 comp,STAT1 blocker,TR-FRET SRC-2 ct,PPARg SRC-2 ag,ROMK primary,STAT3 act,PPARg SRC-1 ag,RAM inhibit,S1P3 antag,PPARg SRC3 recr,STAT3 blocker
CCCNC(=O)CCc1cc(C(C)(C)C)c(O)c(C(C)(C)C)c1,-8,7,1570,-2,.,99,-3,1.0,-2,4,-3
Cc1nnc(SCCn2c(Br)nc3c2c(=O)n(C)c(=O)n3C)s1,0,10,1497,3,.,102,7,0.8,-1,-14,1
O=C(c1cc(-c2ccc(Cl)cc2)n(-c2cc(Cl)ccc2Cl)n1)N1CCOCC1,0,-7,1429,0,.,131,0,5.5,.,-2,-38
CCCNCC1COc2ccccc2O1 (configuration not stated),0,-4,1544,0,.,102,0,0.7,.,-3,1
Clc1ccc(/C=N/c2c(-c3ccc(Cl)cc3)nc3n2CCS3)cc1,5,-8,1480,3,.,92,12,2.9,.,-9,13
COc1ccc(N(CC(=O)Nc2nccs2)S(=O)(=O)c2c(C)nn(C)c2C)cc1,-2,6,1463,-5,.,96,-1,3.8,-3,-6,13
CC(C)OC(=O)c1ccc(NC(=O)c2cncc(Br)c2)cc1,-4,-9,1607,-3,-1.6,89,2,4.2,11,-1,19
O=C(NCCc1ccccn1)c1cc(-c2ccc(Cl)c(Cl)c2Cl)nc2ccccc12,9,-11,1568,6,.,95,1,2.9,-4,1,8

# Six entries from above, ordered by SMILES length, descending:
SMILES,TLR4 MyD88 comp,STAT1 blocker,TR-FRET SRC-2 ct,PPARg SRC-2 ag,ROMK primary,STAT3 act,PPARg SRC-1 ag,RAM inhibit,S1P3 antag,PPARg SRC3 recr,STAT3 blocker
COc1ccc(N(CC(=O)Nc2nccs2)S(=O)(=O)c2c(C)nn(C)c2C)cc1,-2,6,1463,-5,.,96,-1,3.8,-3,-6,13
O=C(NCCc1ccccn1)c1cc(-c2ccc(Cl)c(Cl)c2Cl)nc2ccccc12,9,-11,1568,6,.,95,1,2.9,-4,1,8
Clc1ccc(/C=N/c2c(-c3ccc(Cl)cc3)nc3n2CCS3)cc1,5,-8,1480,3,.,92,12,2.9,.,-9,13
Cc1nnc(SCCn2c(Br)nc3c2c(=O)n(C)c(=O)n3C)s1,0,10,1497,3,.,102,7,0.8,-1,-14,1
CC(C)OC(=O)c1ccc(NC(=O)c2cncc(Br)c2)cc1,-4,-9,1607,-3,-1.6,89,2,4.2,11,-1,19
CCCNCC1COc2ccccc2O1 (configuration not stated),0,-4,1544,0,.,102,0,0.7,.,-3,1
